High-throughput results deposited in PubChem by National Center for Advancing Translational Sciences (NCATS).
12-LOX inh – Primary qHTS assay for inhibitors of human arachidonate 12S-lipoxygenase (ALOX12): Round 2; purified 12hLO, xylenol orange hydroperoxide absorbance; Polyunsaturated fatty acid lipoxygenase ALOX12 (Homo sapiens), P18054; Potency, µM (doses to about 108 µM), for the others: at the highest dose activity change, negative = inhibition, actives largely listed as inhibitors; AID 1671190, 2021; hit rate 1.1% among 580,000; active = well fitted inhibition curve with a large enough effect; inconclusive = small, poorly fitted or top-dose-only effect, or another doubt; inactive = no such curve, though single readings can be large or run the other way
Target sequence (P18054 whole entry, looked up): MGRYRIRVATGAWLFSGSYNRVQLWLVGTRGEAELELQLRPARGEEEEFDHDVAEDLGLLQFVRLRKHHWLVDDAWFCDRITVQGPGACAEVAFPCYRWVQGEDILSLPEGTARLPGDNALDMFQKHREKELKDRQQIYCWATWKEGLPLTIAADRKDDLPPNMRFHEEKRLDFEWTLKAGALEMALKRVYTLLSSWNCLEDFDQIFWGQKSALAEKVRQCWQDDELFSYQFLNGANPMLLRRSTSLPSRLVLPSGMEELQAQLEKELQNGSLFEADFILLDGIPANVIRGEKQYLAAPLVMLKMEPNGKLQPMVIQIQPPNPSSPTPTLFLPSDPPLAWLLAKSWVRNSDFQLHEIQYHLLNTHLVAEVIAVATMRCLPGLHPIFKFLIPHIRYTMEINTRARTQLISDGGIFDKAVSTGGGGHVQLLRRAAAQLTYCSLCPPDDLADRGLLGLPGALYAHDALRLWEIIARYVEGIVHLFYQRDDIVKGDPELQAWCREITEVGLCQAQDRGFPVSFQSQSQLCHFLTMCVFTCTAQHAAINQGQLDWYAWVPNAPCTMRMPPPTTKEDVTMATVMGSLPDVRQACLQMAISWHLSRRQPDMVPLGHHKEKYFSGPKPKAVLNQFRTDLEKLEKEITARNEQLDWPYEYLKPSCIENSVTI
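Purified human 12hLO at 150 nM in 25 mM Hepes, 0.01% Triton X-100, pH 7.0, preincubated 15 min at room temperature with compound. Reaction started with 40 uM arachidonic acid, 30 min at room temperature. Hydroperoxide measured by Fe-xylenol orange, 573/405 nm absorbance ratio.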
* hit, by the source's call; ? = inconclusive; [ ] = dose if it differs, or a comment. % is scaled to controls: 0 for no effect and ±100 for the full control effect; potency is read from the fitted curve at half-maximal effect.

SMILES | 12-LOX inh
CCC(=O)Nc1ccc(C2(C(=O)NCC(C)C)CCCCC2)cc1 | 1%
O=C(Nc1nccs1)[C@@H]1C[C@@H](c2cccc(C(F)(F)F)c2)N(CC2CCOCC2)C1 | 38%[activator][176 µM]
Cn1c(=O)c2ccnn2c2ccc(C(=O)Nc3ccc(N4CCOCC4)cc3)cc21 | -8%
CCCCN1C(=O)C(CC(=O)NCCc2ccccn2)CC(C(=O)N2CCCCCC2)=C1C (stereo not drawn) | 0%
COc1cccc(N2CC(C(=O)N3CCC(C(=O)N4CCOCC4)C3)NC2=O)c1 (stereo not drawn) | ?
Cc1nc(-c2ccc3ccccc3c2)cs1 | ?
O=C(CCCc1cccs1)N(CC1CCOC1)C1CC1 (stereo not drawn) | 14%
COc1cc(Nc2nc3ccccc3nc2NS(=O)(=O)c2ccc(NC(=O)c3ccc(C)c(OC)c3)cc2)cc(OC)c1 | -32%[57.4 µM]
COCc1nc(NCCCc2c(C)noc2C)cc(C2CC(N)C2)n1 (stereo not drawn) | 10%
O=C(NCCc1cccnc1)C1CC2CCC1C2 (stereo not drawn) | 12%
O=C(NC1CCCN(c2cc(-c3ccccc3)[nH]n2)C1)c1ccccn1 (stereo not drawn) | 94%[activator]
O=c1cc(CN2CCN(S(=O)(=O)c3ccc(Cl)cc3)CC2)c2cc(Cl)c(O)cc2o1 | ?
O=C(c1ccc2c(c1)OCO2)N1CCC(c2nc3c(nnn3Cc3cccc(Cl)c3)c(=O)[nH]2)CC1 | 13µM*
COc1cccc(-c2cnc([C@@H]3COCCN3Cc3cnc4ccccc4c3)[nH]2)c1 | 60%[activator][176 µM]
Cc1c(C(=O)NCC2(N3CCCCC3)CCCC2)cnn1-c1nccc(-c2ccccc2F)n1 | 10%
O=C(O)Cn1cc(C(C(=O)O)N2CCN(Cc3cccnc3)CC2)c2ccc(F)cc21 (stereo not drawn) | ?
CN1CC(=O)N(C2CCCC2)Cc2c1ncnc2N1CCN(c2ncccn2)CC1 | -1%
CCOC(=O)C1CCN(c2cc(C)nc3nc(Cc4ccc(Cl)cc4)nn23)CC1 | 4%
CC(C)NC(=O)CCC[C@@H]1[C@H]2CCCN3CCC[C@@H](CN1Cc1cccnc1)[C@@H]23 | 82%[activator]
N#Cc1c(Nc2ccccc2)ccnc1NCc1ccccc1 | 8%
COc1cccc(CN(C)C(=O)CSc2nc(-c3cccs3)nc3ccccc23)c1OC | ?
NC(=O)[C@@H](Cc1ccccc1)NC(=O)C1=C[C@@H](NC(=O)c2ccco2)[C@@H](O)[C@H](O)C1 | 10%[176 µM]
CCCc1nn2c(=O)cc(CSc3ccccc3NC(=O)c3ccco3)nc2s1 | 25%
Cc1noc(-c2ccc(OC3CN(S(=O)(=O)c4cn(C)cn4)C3)cc2)n1 | ?
COc1ccc(-c2noc(-c3ccc(N4CCCOCC4)nc3)n2)cc1 | 1%
Cc1cn2nnc(C(=O)N3CCC(C(=O)NCc4ccccc4Cl)CC3)c2c(=O)[nH]1 | -2%
C=CCNC(=O)N[C@H]1CCN2C(=O)c3cc(Br)ccc3NC(=O)[C@@H]2C1 | 79%[activator][176 µM]
CCCOc1ccc(NC(=O)C(C)Oc2ccc(C)c(C)c2)c2cccnc12 (stereo not drawn) | ?
Cc1ccc(Cn2c(C3CCN(C(=O)c4c(F)cccc4F)CC3)n[nH]c2=O)cc1 | -3%
CCN(CC)c1cc(CCC(=O)N2CCN(c3ccc(Cl)cc3)CC2)ccn1 | 41%
CN1Cc2nc(-c3cnn(Cc4ccccc4)c3)ccc2OCC1=O | 13%[176 µM]
Cc1ccc(NC(=O)CSC2=NS(=O)(=O)c3ccccc3N2Cc2ccccc2)c(Cl)c1 | -3%
Cc1cc(N2CCCCCC2)n2nc(Cc3ccccc3)nc2n1 | -10%
COc1cc(OC)c2c(C)c(CC(=O)Nc3ccc(CCO)cc3)c(=O)oc2c1 | -1%
Cc1ccc(CN2CCN(C(=O)c3ccc4c(c3)C(O)CCCCCN4C)CC2)cc1 (stereo not drawn) | 0%
COc1ccccc1C(=O)N1CCC(Oc2ncccc2C(=O)N2CCCCC2)C1 (stereo not drawn) | 51%[activator]
Cn1c(=O)c2c(ncn2CC(=O)NC(C)(C)CC(C)(C)C)n(C)c1=O | 2%
CCCN(CC1CC1)C(=O)C1CCC(=O)N(Cc2ccc(Cl)cc2)C1 (stereo not drawn) | 40%[activator]
CCN(CC)Cc1ccc2c(c1)CN(C(=O)c1cccc(F)c1)CCO2 | 12%
CCN(CC)C(=O)COc1ccc(-c2nnc(Nc3ccc(OC)cc3)c3ccccc23)cc1 | 1%

Reprinted from the part before: 2 compounds, followed by the next part.
SMILES | 12-LOX inh
CCN(CC)Cc1ccc2c(c1)CN(C(=O)c1cccc(F)c1)CCO2 | 12%
CCN(CC)C(=O)COc1ccc(-c2nnc(Nc3ccc(OC)cc3)c3ccccc23)cc1 | 1%
COC(=O)c1cccc(NC(=O)CN(C)Cc2nc3ccccc3c(=O)[nH]2)c1 | 9%
Cc1ccc(C(=O)Nc2ccc3c(N4CCOCC4)ncnc3c2)cc1C | 61%[activator]
N#Cc1ccccc1CN1CCN(c2ncc(C(=O)NCc3ccco3)s2)C1=O | 7%
COc1ccc(CNC(=O)CC[C@H]2CNC(=O)[C@@H]3[C@@H](CCN3C(C)C)N2C)cc1 | 8%[176 µM]
COCCNC(=O)[C@@H](C)C1CCc2c(C)cc(OC)c(C)c2[C@@H]1O (stereo partly drawn) | 15%[176 µM]
O=C(c1cc2ccccc2[nH]1)N1CCC2(C1)NC(=O)N(Cc1ccc(F)cc1)C2=O (stereo not drawn) | -12%
O=C(c1cc2ccccc2oc1=O)N1CCN(c2cccc(Cl)c2)CC1 | -2%
C=CC(C)(O)CC1[C@@]2(C)CCCC(C)(C)C2CC[C@]1(C)O (stereo partly drawn) | -3%
S=C(NCCc1ccccc1Cl)Nc1ccc(Cl)c(Cl)c1 | ?
CC(=O)Nc1ccc(C)cc1S(=O)(=O)N1CCCCCC1c1sccc1C (stereo not drawn) | -12%
Nc1ccc(C(O)c2ccccc2)cc1 (stereo not drawn) | 0%
O=C(c1cccc(-n2cnnc2)c1)N1CCCCCC1c1cccc(F)c1 (stereo not drawn) | 49%[activator]
Cc1ccc(C(=O)Nc2cccc(-c3nc4ccccc4s3)c2C)c(C)c1 | ?
CC(C)C[C@@H]1COc2cc(N3CCCC3)ccc2S(=O)(=O)N1 | 5%
N#Cc1cc2c(nc1SCCOc1ccccc1)CCCCC2 | -19%
COc1cccc(C2CC(=O)N(c3sc4c(c3C#N)CCCC4)C3=C2C(=O)CCC3)c1OC (stereo not drawn) | 4%
CSc1nc(C)c(CCC(=O)NC(c2ccccc2)C(C)C)c(C)n1 (stereo not drawn) | -3%
Cc1cc(C)n(C2CCN(c3ncnc4c3c(C)nn4C)C2)n1 (stereo not drawn) | 12%
Cc1ccc(N2CCC(N)C2=O)cc1C (stereo not drawn) | 32%
Cc1nc(-c2ccc(Cl)cc2)n(Cc2ccccc2F)c(=O)c1CCO | -13%
CC1CCN(C(=O)C[C@@H]2c3nc(NC(=O)c4ccco4)sc3C[C@@H]3[C@](C)(CO)[C@H](O)CC[C@]32C)CC1 | -3%
COCC1CCCN(Cc2ccc3c(c2)CN(C(=O)c2cc(-c4ccccc4)n[nH]2)CCO3)C1 (stereo not drawn) | 24%
Cc1sc2ccn(CC(C)C)c(=O)c2c1C(=O)O | 37%
Cn1nccc1C(O)c1cc2n(n1)CCN(Cc1nc(C3CC3)no1)C2 (stereo not drawn) | 44%[activator]
O=C(Cc1ccc2ccccc2c1)NCCc1ccccn1 | -3%
CC(=O)N1CCC(N2C[C@H](O)C[C@H]2c2nc(-c3ccc(C(F)(F)F)cc3)no2)CC1 | ?
N#Cc1ccc(-c2csc(-c3ccncc3)n2)cc1 | ?
CC(C)C(C)NC(=O)CSc1nc(C2CC2)nc2ccccc12 (stereo not drawn) | -2%
Cc1ccc(-c2ccc3nnc(CNC(=O)Cc4ccsc4)n3n2)cc1C | 23%
CC1(C)SCCN(S(=O)(=O)c2ccc(OCC#CCO)cc2)[C@@H]1C(=O)NO | ?
O[C@@H]1C[C@@H](c2nc(-c3ccccc3)no2)N(Cc2ccccc2)C1 | ?
CC(C)N(C(=O)CC(C#N)(CC(=O)N(C(C)C)C(C)C)c1nc2ccccc2s1)C(C)C | -3%
O=C(NCCc1ccccc1)c1noc(-c2ccc3c(c2)OCO3)n1 | ?
O=S(=O)(Cc1ccccc1)N1CCCC(Cc2nncn2CC2CC2)C1 (stereo not drawn) | 8%
NC(=O)CCN(C(=O)c1cccc(Cl)c1)c1ccc(F)cc1 | 1%
C#CCNC(=O)c1nc(-c2ccc(Cl)nc2)c2ccccn12 | 3%[6.33 µM]
Cc1c(Cl)cccc1NC(=O)Cn1cccc1-c1nc(-c2ccc(F)cc2)no1 | 31%[activator]
CCn1cc(C#N)c(=O)n(Cc2nc(-c3ccc(Cl)cc3)no2)c1=O | 1%
COc1ccc(-c2ccc3ncc(Nc4ccc(C(F)(F)F)cc4)n3n2)cn1 | 13%[176 µM]
O=C(Cc1cccc2cccnc12)NCC1CC1 | 0%
CN(CCO)C(=O)c1cn(C2CCCN(Cc3cccc4ccccc34)C2)nn1 (stereo not drawn) | 18%
COc1ccc(OCCN2CCN(C(=O)c3cc(C4CC4)nc4ccccc34)CC2)cc1 | -12%
Cc1cccc(CN2CCN(Cc3cc(=O)oc4c(C)c(O)ccc34)CC2)c1 | -26%
O=Cc1cccc(-c2ccc(C(=O)O)o2)c1 | 3%[12.5 µM]
CCOc1ccccc1C(=O)N1C[C@@H](CN2CCCN(C)CC2)[C@@H](CO)C1 | 25%
Cc1cc(O)cc(=O)n1-c1cccc(F)c1 | 2%
CC(OC(=O)c1ccccc1O)C(=O)Nc1ccc2c(c1)OCO2 (stereo not drawn) | 2%
COC(=O)C1=C(C)N(c2cccc(C)c2)C(=S)NC1c1ccc(C)s1 (stereo not drawn) | 35µM*
Cn1cnc(S(=O)(=O)N[C@H]2CCN(C(=O)CSCC(=O)O)[C@H](C(=O)N[C@H](Cc3ccccc3)C(N)=O)C2)c1 | 14%
COC(=O)c1ccc(CNC(C)c2cnc(-c3ccncc3)nc2C)cc1 (stereo not drawn) | 21%

Taken from above, 15 compounds:
SMILES | 12-LOX inh
C#CCNC(=O)c1nc(-c2ccc(Cl)nc2)c2ccccn12 | 3%[6.33 µM]
Cc1c(Cl)cccc1NC(=O)Cn1cccc1-c1nc(-c2ccc(F)cc2)no1 | 31%[activator]
CCn1cc(C#N)c(=O)n(Cc2nc(-c3ccc(Cl)cc3)no2)c1=O | 1%
COc1ccc(-c2ccc3ncc(Nc4ccc(C(F)(F)F)cc4)n3n2)cn1 | 13%[176 µM]
O=C(Cc1cccc2cccnc12)NCC1CC1 | 0%
CN(CCO)C(=O)c1cn(C2CCCN(Cc3cccc4ccccc34)C2)nn1 (stereo not drawn) | 18%
COc1ccc(OCCN2CCN(C(=O)c3cc(C4CC4)nc4ccccc34)CC2)cc1 | -12%
Cc1cccc(CN2CCN(Cc3cc(=O)oc4c(C)c(O)ccc34)CC2)c1 | -26%
O=Cc1cccc(-c2ccc(C(=O)O)o2)c1 | 3%[12.5 µM]
CCOc1ccccc1C(=O)N1C[C@@H](CN2CCCN(C)CC2)[C@@H](CO)C1 | 25%
Cc1cc(O)cc(=O)n1-c1cccc(F)c1 | 2%
CC(OC(=O)c1ccccc1O)C(=O)Nc1ccc2c(c1)OCO2 (stereo not drawn) | 2%
COC(=O)C1=C(C)N(c2cccc(C)c2)C(=S)NC1c1ccc(C)s1 (stereo not drawn) | 35µM*
Cn1cnc(S(=O)(=O)N[C@H]2CCN(C(=O)CSCC(=O)O)[C@H](C(=O)N[C@H](Cc3ccccc3)C(N)=O)C2)c1 | 14%
COC(=O)c1ccc(CNC(C)c2cnc(-c3ccncc3)nc2C)cc1 (stereo not drawn) | 21%

Additional entries follow:
SMILES | 12-LOX inh
Cc1cnc(C(=O)N2CCOc3ccc(CCC(=O)NCC4CC4)cc3C2)cn1 | 19%
CC1Oc2ccc(NC(=O)c3c(F)cccc3F)cc2CN(Cc2ccccc2F)C1=O (stereo not drawn) | -10%
COc1ccc(C2=NOC3(CCN([S+](=O)([O-])c4ccccc4)C3)C2)cc1 (stereo not drawn) | 19%
O=CC(Cl)=C(Sc1ccc(Cl)cc1)Sc1ccc(Cl)cc1 | -8%
CC1CCCN(S(=O)(=O)c2cc3ccccc3oc2=O)C1 (stereo not drawn) | -1%
CN(C)c1nc(-c2ccoc2)nc2ccccc12 | ?
Cc1ccc(-c2csc(NC(=O)c3ccc(Cl)c(N4CCCC4=O)c3)n2)cc1 | -18%
O=C(c1ccc(F)cc1)N1CCc2nc(-c3ccc(Cl)cc3)nc(-c3ccccc3)c2C1 | ?
CC1=C[C@@H](CO)[C@H](C(C)C)C[C@H]1CC(=O)NCc1ccc(C#N)cc1 | -22%[176 µM]
NC(=O)[C@@H]1CN(C(=O)c2ccc(F)cn2)C[C@H]1COc1ccccc1 | 5%
CCc1ccc(S(=O)(=O)Nc2cccn3nc(CC)nc23)cc1 | -20%
Cc1ccc(CN(CCN(C)C)C(=O)c2ccc(C#N)cc2)o1 | -28%
Cc1ccc(NC(=O)N[C@@H]2C=C(C(=O)NCCC(N)=O)C[C@@H](O)[C@@H]2O)cc1 | 40%[activator][176 µM]
Cc1cc(NC(=O)COC(=O)c2sc3ccccc3c2C)no1 | 10%
N#Cc1ccc(C(=O)N2CC[C@H]3C(=O)NCCCCCCN(Cc4ccncc4)[C@@H]3C2)cc1 | 148%[activator]
COc1cccc(CN2CC(C(=O)NCc3n[nH]c(=O)[nH]3)CCC2=O)c1 (stereo not drawn) | 2%
c1ccc(-n2cc(CN(Cc3ccccn3)CC3CCCO3)nn2)cc1 (stereo not drawn) | 95%[activator]
COc1ccccc1-n1[nH]c(C)c(Cc2ccc(Cl)cc2)c1=O | 15%
Cc1ccc(NC(=O)N2CCSc3ncccc32)cc1Cl | -8%

Some of the compounds tested (hit frequency here may not be typical).
